CASP6 VEID inh: caspase-6 (human) enzyme inhibition; AID 686996; hit rate 0.53% among 350,000; P55212; inhibition, % at 12.5 µM; purified caspase-6, Z-VEID-R110 cleavage fluorescence;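 active = mean inhibition across replicates at least about 35%, with every replicate also reaching that limit, limit read from the data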;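 also: 0% = median of neutral control wells and 100% = no fluorescence left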
Target sequence (P55212 24-179 limits assumed): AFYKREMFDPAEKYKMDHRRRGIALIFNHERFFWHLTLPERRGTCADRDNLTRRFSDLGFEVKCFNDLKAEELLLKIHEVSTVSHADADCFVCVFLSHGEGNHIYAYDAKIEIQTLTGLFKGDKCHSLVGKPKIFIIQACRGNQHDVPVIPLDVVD
Target sequence (P55212 194-293 limits assumed): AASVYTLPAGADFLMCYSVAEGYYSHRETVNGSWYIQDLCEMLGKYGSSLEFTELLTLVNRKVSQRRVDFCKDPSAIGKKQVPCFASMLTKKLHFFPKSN
LGR2 antag: Drosophila LGR2 receptor signaling inhibition; HEK293 LGR2, CRE-luciferase, bursicon-stimulated, 4 h; inhibition, % at 9.99 µM; hit rate 0.35% among 380,000;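 active = drop in luminescence signal, shown as inhibition above about 50% in the replicate tests, limit read from the data, passing the limit was not always enough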;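 also: agonist challenge used bursicon conditioned medium at about half maximal strength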
PGC1a acetyl inh: PGC1a acetylation modulation, inhibitor mode; U2OS PGC1a acetylation, AlphaScreen anti-acetyl-lysine; with virally co-expressed GCN5 acetyltransferase; inhibition, % at 15.6 µM; hit rate 0.17% among 350,000;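 active = every replicate shows inhibition of at least 40%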;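 also: 0% = neutral control wells and 100% = positive control wells; some results beyond the cut were filed as inactive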
FN deposition inh: fibronectin deposition inhibition; AH1F fibroblasts, Alexa488-fibronectin deposition fluorescence, overnight; inhibition, % at 12.6 µM; hit rate 0.086% among 350,000;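 active = mean inhibition across replicates of 30% or more, regardless of how many single replicates reach that level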;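 also: positive control wells lacked labelled fibronectin entirely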
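Material: AH1F fibroblast monolayer depositing Alexa488-labelled fibronectin into matrix / Amount: 10000 AH1F cells per well / Signal: fluorescence 485/525 nm / Medium: DMEM, 2% serum / Compound: single dose, pinned / Incubation: 1 h cell adhesion before compound, then overnight fibronectin incubation / Reagent: Alexa488-FN, 24 nM final / Read-out: inhibition of fibronectin deposition signal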
miR-122 sensor: blocks miR-122 activity in Huh7 sensor cells | activation (reporter increase), % at 12.5 µM | Huh7 miR-122 Renilla luciferase sensor, 48 h; neutral wells = 0, positive control = 100 | hit rate 0.3% among 340,000 | AID 602342;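 active = mean replicate activation score at least 90 and every replicate individually at or above 90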;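 also: higher luciferase means less miR-122 activity so hits act as miR-122 inhibitors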
PAX8 inh HTS: PAX8 transcriptional activity inhibition; RMG-I TPO-luciferase reporter, SteadyGlo, 24 h; inhibition, % at 12.6 µM; hit rate 1.2% among 360,000; AID 652154;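 active = mean replicate inhibition at least 60% with every replicate also reaching 60%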;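 also: luciferase light reporting Pax8 driven TPO promoter activity; plate controls were median of neutral control wells for no effect and mitoxantrone controls for full effect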
Cneo AK release: Cryptococcus neoformans lysis via adenylate kinase release | hit rate 0.2% among 360,000 | C. neoformans lysis, adenylate kinase release luminescence, 4 h; normalised: neutral wells 0, clomiphene wells 100 | lysis activity, % at 15 µM;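 active = mean lysis activity across replicates of at least 80%, whatever share of replicates individually reach that level; inactive = mean lysis activity below 80%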
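Material: C. neoformans cells | Amount: Yeast cell density of 5 × 10^6 cells/mL | Medium: Fresh YPD growth medium | Dosing: Single dose | Times: Static 4 h at 37 °C with compound, 1 h detection | Detection: AK luminescence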
EWS-Fli inh: EWS/Fli transcriptional activity inhibition. A673 NR0B1-luciferase reporter, viability-normalised. inhibition, % at 12.6 µM. hit rate 0.67% among 350,000. AID 651661;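 active = mean inhibition of at least 50% after viability correction, with every replicate also passing that limit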;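 also: firefly luciferase signal divided by Alamar Blue viability fluorescence both relative to DMSO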
The depositor's hits bear a star; · = not tested or not shown; [ ] = dose if it differs, or a comment.

| SMILES | CASP6 VEID inh | LGR2 antag | PGC1a acetyl inh | FN deposition inh | miR-122 sensor | PAX8 inh HTS | Cneo AK release | EWS-Fli inh |
| --- | --- | --- | --- | --- | --- | --- | --- | --- |
| Cn1cnc(CCNC(=O)C[C@@H]2CC[C@H]3[C@@H](COC[C@@H](O)CN3C(=O)Nc3ccc(F)cc3)O2)c1 | 0 | 9 | 7 | 4 | -3[16.7 µM] | -8 | 1 | -2 |
| CC(C)(Cc1ccccc1)/[N+]([O-])=C\c1ccccc1 | 3 | -2 | -3 | 12 | 0 | -14 | -6 | -3 |
| C[C@H]1CN([C@@H](C)CO)C(=O)c2cc(NC(=O)CCC(F)(F)F)ccc2O[C@H]1CN(C)C(=O)Nc1ccc(C(F)(F)F)cc1 | 0 | 11 | 2 | · | -8[16.7 µM] | 16 | 46 | 14 |
| COc1ccc(CCN(Cc2nc3ccccc3c(=O)[nH]2)C(=O)c2ccco2)cc1 | · | · | -8 | 0 | -12 | 13 | 0 | · |
| CCn1cc(C(=O)N2CCc3ccccc32)c(=O)c2cc(S(=O)(=O)N3CCOCC3)ccc21 | · | · | -1 | -3 | 6 | 26 | -1 | · |
| O=C(CSc1nnc2ccccn12)Nc1ccc(S(=O)(=O)N2CCOCC2)cc1 | -1 | -2 | -1 | 1 | · | 10 | · | 8 |
| CCC(C)NS(=O)(=O)c1cc2c3c(c1)CCN3C(=O)CC2 (stereo unspecified) | 1 | 2 | · | 0 | · | -5 | 0 | 1 |
| O=C(O)CCCCCNC(=O)c1ccccc1 | · | · | -11 | 0 | 6 | 1 | 0 | · |
| CC(C)=NNc1nc2c(c(=O)n(C)c(=O)n2C)n1CCc1ccccc1 | 8 | 4 | 1 | 7 | · | 9 | · | -5 |
| C[C@H](CO)N1C[C@H](C)[C@H](CN(C)S(C)(=O)=O)Oc2ncc(-c3cccc(C(F)(F)F)c3)cc2C1=O | 0 | -7 | 9 | 3 | 9[16.7 µM] | · | 0 | 0 |
| Cc1ccnc(NS(=O)(=O)c2ccc(N=CC3=C(O)CC(C)(C)CC3=O)cc2)n1 | · | · | -7 | 0 | 0 | 20 | -3 | · |
| O=C(C[C@@H]1C[C@@H]2c3cc(NC(=O)c4cccnc4)ccc3O[C@@H]2[C@H](CO)O1)NCC(F)(F)F | -1 | 11 | 6 | · | 2[16.7 µM] | -16 | -1 | -9 |
| O=C(C[C@@H]1C/C=C\C[C@@H](NC(=O)OCC2c3ccccc3-c3ccccc32)C(=O)OC[C@@H](Cc2ccccc2)NC1=O)NCCO | 1 | · | 1 | 6 | 7 | 8 | -1 | 14 |
| CCN(CC)CCNC(=S)Nc1ccc2nc(N3CCOCC3)cc(C)c2c1 | -12 | 6 | 2 | 6 | -2 | -13 | 1 | 7 |
| CNC[C@@H]1Oc2ccc(NS(=O)(=O)c3c(C)noc3C)cc2CC(=O)N([C@@H](C)CO)C[C@H]1C | 0 | -4 | 9 | 3 | -5[16.7 µM] | -11 | -3 | -5 |
| CCCNC(=O)C1(C)CCCN(C(=O)c2ccc3c(c2)CCO3)C1 (stereo unspecified) | 0 | 9 | · | · | · | 2 | 8 | 2 |
| COc1ccccc1N1CCN(CC(O)c2ccc3cc[nH]c3c2)CC1 (stereo unspecified) | 2 | 6 | · | 4 | -4 | 6 | 2 | 15 |
| CCOc1cccc2cc(C(=O)Nc3nccs3)c(=O)oc12 | · | · | -1 | 2 | -7 | 28 | 1 | · |
| COCC#Cc1cnc2c(c1)C(=O)N([C@H](C)CO)C[C@@H](C)[C@@H](CN(C)C(=O)Cc1ccccc1)O2 | 0 | 13 | -15 | · | 3[16.7 µM] | -12 | 6 | -12 |
| O=C(CNC(=O)c1ccc(Br)o1)NC12CC3CC(CC(C3)C1)C2 | 1 | -1 | -13 | · | 9 | -26 | 1 | -12 |
| COc1ccccc1S(=O)(=O)N1CC[C@@H]2[C@H]1c1cc(-c3ccccc3F)ccc1N(C)[C@H]2CO | · | 3 | 6 | 11 | 3[16.7 µM] | -10 | 8 | -2 |
| Cn1cnc(S(=O)(=O)N2CCCCN3[C@@H](CO)[C@@H](c4ccc(-c5ccccc5F)cc4)[C@@H]3C2)c1 | 3 | 1 | -9 | · | -6[16.7 µM] | -35 | 2 | 6 |
| OCCC1CN(Cc2ccc3cc(Cl)ccc3n2)CCN1Cc1ccsc1 (stereo unspecified) | · | -10 | · | -1 | -3 | 15 | 4 | 18 |
| COc1ccc(C(=O)Nc2cccc(NC(C)=O)c2)cc1OC | 2 | 1 | · | · | · | 19 | · | 3 |
| C=CCn1c(SCC(=O)N2CCN(c3ccccc3)CC2)nnc1-c1ccco1 | -2 | -7 | · | · | -6 | · | 0 | · |
| COc1ccc(CC(=O)Nc2ccc3c(c2)OC2(CCCC2)O3)c(OC)c1 | 2 | 0 | -6 | · | 4 | -16 | 2 | 2 |
| O=C1CSC(=Nc2ccccc2[N+](=O)[O-])N1 | 3 | -3 | · | -3 | · | -18 | · | 3 |
| CC1=CC=CC2=NC(=O)CC(C)(C(=O)N(CC(=O)NC3CCCC3)Cc3ccc(Cl)cc3)N12 (stereo unspecified) | 0 | 4 | · | -4 | · | 2 | 1 | -8 |
| O=S(=O)(Cc1ccccc1)N1CCN(c2ccccc2)CC1 | · | · | 4 | -4 | 4 | -11 | -1 | · |
| COCC(C)n1c(SCC(=O)Nc2oc(C)c3c(C)n[nH]c(=O)c23)nc2ccccc2c1=O (stereo unspecified) | -5 | 5 | 2 | -2 | · | 13 | 5 | 4 |
| CC1CC(=O)Nc2ccccc2N1S(=O)(=O)c1cccc(Cl)c1 (stereo unspecified) | -1 | 0 | 17 | -10 | -2 | 8 | 2 | 1 |
| CCC(=O)N1[C@@H]2Cn3c(ccc(-c4ccc(F)cc4)c3=O)[C@H]1[C@@H](C(=O)N(C)C)[C@@H]2CO | 1 | 6 | · | · | -3[16.7 µM] | 8 | -1 | 0 |
| O=C(Nc1ccc(F)cc1)c1ccc2c(c1)S(=O)(=O)N=C1CCCCCN12 | -4 | 1 | · | 5 | · | -12 | -1 | -18 |
| CC1(C(=O)NS(=O)(=O)c2cccc(C#N)c2)CCN1C(=O)Cc1ccc(-c2ccccc2)cc1 (stereo unspecified) | 11 | -2 | -13 | -17 | 3 | 4 | 1 | -4 |
| O=C(Cc1ccccc1)N1CC[C@H]2[C@H](CO)Nc3ccc(C4=CCCCC4)cc3[C@H]21 | · | -8 | 5 | -18 | · | 82* | · | -3 |
| CCCc1cn(CC(C)n2c(=O)c3ccccc3n2Cc2cc(C(C)C)no2)nn1 (stereo unspecified) | -3 | 6 | · | -2 | · | -3 | · | -1 |
| Cn1cccc1/C=C1/SC(=O)N(CC(=O)N2CCCC2)C1=O | 7 | 18 | · | · | · | 11 | · | -8 |
| CC1CCN(C(=O)COc2cccc3c2CCN(Cc2ccccc2)C3=O)CC1 | 4 | 44 | 4 | · | 7 | 20 | 8 | 3 |
| O=[N+]([O-])c1ccc(/C([O-])=C(/C(=S)NCc2ccco2)[n+]2ccccc2)cc1 | 21 | -16 | 0 | 4 | -5 | -21 | · | 5 |
| C=CCOc1ccc(/C=C(\C#N)C(=O)Nc2ccccn2)cc1 | 0 | -10 | 5 | 0 | -6 | -21 | -3 | -4 |
| CC(C)Cc1nnc(NC(=O)C23CC4CC(CC(C4)C2)C3)s1 | -3 | · | · | -1 | · | 1 | · | -25 |
| CN(C)/C=N/c1ncc(C(=O)OC(C)(C)C)s1 | 2 | -19 | · | 4 | · | -15 | · | -22 |
| Cc1ccc2cccc(SCC(=O)NCc3ccco3)c2n1 | · | · | 1 | 5 | 7 | 6 | 4 | · |
| CNC[C@@H]1OCCCC[C@H](C)Oc2ccc(NS(=O)(=O)c3cn(C)cn3)cc2C(=O)N([C@@H](C)CO)C[C@H]1C | 8 | 30 | -6 | · | · | · | · | -2 |
| COc1cc(OC)cc(C(=O)NC(C)c2cnn(-c3ccccc3C)c2C)c1 (stereo unspecified) | -1 | -8 | · | 4 | · | 12 | · | 2 |
| O=S(=O)(c1cccc2nonc12)N1CCN(c2ccccc2F)CC1 | 0 | -20 | 9 | 0 | -2 | 3 | 1 | 0 |
| CCCNC(=O)C[C@@H]1CC[C@H]2[C@@H](COc3ccc(NC(=O)Nc4c(C)noc4C)cc3C(=O)N2C)O1 | -1 | 5 | 0 | -23 | -22[16.7 µM] | -4 | -6 | 1 |
| COCc1ccc(C(=O)N2CCCC(C(=O)c3ccc(SC)cc3)C2)o1 (stereo unspecified) | 1 | -1 | -3 | 7 | -4 | 0 | -1 | · |
| CCn1c(/C=C2\C(=O)N(C(C)C)c3ccccc32)nc2ccccc2c1=O | 2 | 0 | -1 | 10 | 1 | 40 | 1 | 3 |
| C/C(=N\OCc1nc2ccccc2c(=O)n1/N=C/c1cc([N+](=O)[O-])ccc1O)c1ccccc1 | -1 | -9 | -6 | -13 | 1 | -12 | · | -21 |

The list goes on.
| SMILES | CASP6 VEID inh | LGR2 antag | PGC1a acetyl inh | FN deposition inh | miR-122 sensor | PAX8 inh HTS | Cneo AK release | EWS-Fli inh |
| --- | --- | --- | --- | --- | --- | --- | --- | --- |
| CCCC#Cc1ccc2c(c1)O[C@H](CN(C)C(=O)CN(C)C)[C@@H](C)CN([C@@H](C)CO)S2(=O)=O | 5 | 15 | -2 | -6 | -14[16.7 µM] | 0 | -9 | -3 |
| CCOC(=O)C1CCN(C(=O)COC(=O)CNC(=O)c2ccc(OC)cc2)CC1 | -1 | -1 | · | -13 | -4 | 1 | 7 | 7 |
| Cc1ccc(OCc2nnc(NC(=O)c3ccco3)s2)c(C)c1 | · | -4 | 6 | · | 2 | · | 2 | · |
| O=C(C[C@H]1C[C@H]2c3cc(NC(=O)c4ccc5c(c4)OCO5)ccc3O[C@H]2[C@@H](CO)O1)NCC1CC1 | 2 | 3 | -11 | -11 | -4[16.7 µM] | -29 | 9 | -27 |
| CC(C)n1cc(C(=O)N2CCCC(N3CCN(c4ccc(F)cc4)CC3)C2)cn1 (stereo unspecified) | 2 | 3 | 0 | -1 | 4 | -5 | -1 | · |
| COC(=O)[C@]12CCCCC=C1N(CCc1ccc(OC)c(OC)c1)C(=O)[C@H](CC(=O)NCC13CC4CC(CC(C4)C1)C3)C2 | -1 | 4 | · | 0 | · | 19 | · | 8 |
| COc1ccc(CC(=O)NNC(=O)CCc2ccccc2)cc1OC | 1 | 6 | · | 6 | · | 18 | · | 6 |
| C[C@@H]1CCCCO[C@H](CN(C)CC2CC2)[C@H](C)CN([C@@H](C)CO)C(=O)c2cc(NS(=O)(=O)c3ccc(F)cc3)ccc2O1 | -1 | -14 | -6 | · | -4[16.7 µM] | 2 | 2 | · |
| O=C(Nc1ccccc1Cl)/C(Cl)=C(\Cl)S(=O)c1ccccc1 (stereo unspecified) | -1 | 99* | · | 42* | · | 111* | · | 44 |
| O=C(C[C@@H]1C=C[C@@H](NC(=O)C2CC2)[C@@H](CO)O1)NCCCN1CCOCC1 | 4 | -13 | 1 | · | · | -9 | -2 | 1 |
| CC(=O)c1ccc(OCC(C)Oc2ccc(C#N)cc2)cc1 (stereo unspecified) | 2 | 6 | 1 | -11 | -6 | 11 | -2 | 8 |
| c1cc(-c2sc(-c3ccncc3)c(-c3ccncc3)c2-c2ccncc2)ccn1 | 3 | · | 4 | -5 | 6 | 2 | 0 | 37 |
| c1ccc(-c2nnc(-c3ccccn3)s2)nc1 | -2 | 60* | 9 | 1 | 1 | 1 | -1 | 49 |
| O=C(Nc1ccccc1Br)c1ccccc1-c1ccccc1 | · | 4 | · | 6 | · | 9 | · | 26 |

High-throughput results (PubChem)
